GC-B act – GC-B (human) receptor activation; P20594; HEK293-GC-B cells, CNP EC30, cGMP TR-FRET; 0% at EC30 CNP, 100% saturating CNP; activation, % at 10 µM; hit rate 0.11% among 370,000;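 active means activation at 10 µM reaching about 35% in either raw or pattern-adjusted values, limit read from the data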
Tn6 DDE FP – inhibitors of Tn6 peptide binding to human fibrin DD(E); inhibition, % at 8.3 µM; P02675; AID 720509; Fibrin DD(E) TRITC-Tn6 fluorescence polarization displacement; hit rate 0.21% among 370,000;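 active means inhibition above a per-campaign cutoff: mean of compounds within control limits plus 3 SD, cut at about 15% in these data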;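 further: 0% = median of all compound wells on the plate and 100% = blocking peptide control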
ADAM10 inh – ADAM10 inhibition, QFRET primary screen | recombinant ADAM10, EDANS/DABCYL FRET peptide cleavage, 3 h | inhibition, % at 7 µM | hit rate 0.62% among 370,000 | O14672;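 active means inhibition above a per-campaign cutoff equal to the mean of compounds falling between control-based bounds plus 3 SD, cut at about 20% in these data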;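 further: 0% = DMSO wells while the 100% control is not disclosed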
sPLA2-III inh – Inhibits HGIII-sPLA2 liposome hydrolysis, primary screen. QFRET BODIPY PC-A2 liposome hydrolysis, fluorescence. inhibition, % at 12.2 µM. hit rate 0.56% among 370,000. AID 743126;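 active means inhibition above mean plus 3 SD of compounds lying within the high and low control bounds, cut at about 19% in these data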;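 further: 0% = median of test compound wells and 100% = no enzyme DMSO wells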
GC-A act – GC-A (human) enzyme activation. HEK293 GC-A cells, cGMP TR-FRET, EC30 ANP; 0% at EC30 ANP, 100% saturating ANP. P16066. hit rate 0.14% among 370,000. activation, % at 10 µM. AID 1671463; in the data active means activation above about 40%
Target sequence (P16066 whole entry, looked up): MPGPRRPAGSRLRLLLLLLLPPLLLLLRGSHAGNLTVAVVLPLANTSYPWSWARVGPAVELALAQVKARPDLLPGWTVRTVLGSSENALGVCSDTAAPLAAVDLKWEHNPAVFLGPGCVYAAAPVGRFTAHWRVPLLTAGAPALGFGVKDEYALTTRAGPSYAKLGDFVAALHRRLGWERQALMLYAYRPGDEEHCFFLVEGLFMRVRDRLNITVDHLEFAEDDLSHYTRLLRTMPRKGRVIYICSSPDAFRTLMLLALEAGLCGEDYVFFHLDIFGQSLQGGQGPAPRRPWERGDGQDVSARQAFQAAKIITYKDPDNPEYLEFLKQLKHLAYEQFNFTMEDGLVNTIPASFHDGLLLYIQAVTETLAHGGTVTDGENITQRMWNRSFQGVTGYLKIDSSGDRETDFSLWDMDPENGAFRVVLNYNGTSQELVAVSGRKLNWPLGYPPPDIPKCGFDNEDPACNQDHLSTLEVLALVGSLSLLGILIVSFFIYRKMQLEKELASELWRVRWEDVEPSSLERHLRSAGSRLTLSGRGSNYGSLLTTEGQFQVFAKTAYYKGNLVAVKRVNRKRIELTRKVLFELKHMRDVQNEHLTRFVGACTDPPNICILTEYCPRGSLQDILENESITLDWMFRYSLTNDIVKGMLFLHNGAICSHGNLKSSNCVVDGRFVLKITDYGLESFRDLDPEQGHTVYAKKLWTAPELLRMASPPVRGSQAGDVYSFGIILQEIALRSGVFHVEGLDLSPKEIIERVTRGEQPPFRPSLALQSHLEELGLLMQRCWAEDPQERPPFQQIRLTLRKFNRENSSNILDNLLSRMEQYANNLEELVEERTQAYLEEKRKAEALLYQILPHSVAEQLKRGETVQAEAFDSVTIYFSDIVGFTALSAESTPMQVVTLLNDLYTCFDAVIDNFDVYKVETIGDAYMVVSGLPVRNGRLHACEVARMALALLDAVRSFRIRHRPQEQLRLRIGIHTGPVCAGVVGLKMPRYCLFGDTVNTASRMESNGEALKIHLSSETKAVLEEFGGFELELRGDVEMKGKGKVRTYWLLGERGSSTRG
proKLK7 act – activators of human kallikrein-7 zymogen; P49862; purified proKLK7, EDANS-DABCYL substrate fluorescence; 100% is mature enzyme control, 0% vehicle; activation, % at 7 µM; hit rate 0.9% among 370,000; AID 652039;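 active means activation above the mean of all tested compounds plus 3 SD, computed per campaign excluding outliers beyond control limits, cut at about 13% in these data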
ARFGAP1 inhibitor – inhibits rat ARF GTPase activating protein 1. Q62848. Arfgap1-stimulated ARF1 GTP hydrolysis, GDP FP detection. inhibition, % at 16.5 µM. hit rate 0.26% among 360,000. AID 651572;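 active means inhibition above a per-plate limit, mean inhibition of low control wells plus 3 SD, cut at about 25% in these data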;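 further: 0% = DMSO wells with enzyme and 100% = wells lacking Arfgap1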
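material = rat Arfgap1 catalytic domain, aa 1-136 | also added = human ARF1(Δ1-17)-GTP substrate | compound dosing = one concentration, 16.5 µM, DMSO 1.26% | times = GTP hydrolysis reaction 2 h at 25 °C | measured by = FP, GDP Alexa 633 tracer displaced from anti-GDP antibody, 620/688 nm | evaluation = percent inhibition of Arfgap1-stimulated GTP hydrolysis | replication = single well per compound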
ASAP1 inh – inhibitors of human ASAP1 ArfGAP activity | Q9ULH1 | ASAP1-stimulated ARF1 GTP hydrolysis, GDP FP detection | hit rate 0.19% among 360,000 | inhibition, % at 16.5 µM; in the data active means inhibition above about 25%;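 further: 0% = vehicle with enzyme and substrate and 100% = no enzyme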
rCAG RNA binder – molecules binding r(CAG) RNA repeats; r(CAG) RNA repeat, TO-PRO-1 dye displacement fluorescence; hit rate 1.3% among 370,000; inhibition, % at 3 µM;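 active means inhibition above the plate cutoff, the mean of all test compounds on that plate plus 3 SD, cut at about 35% in these data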;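 further: 0% = DMSO alone and 100% = 100 µM mitoxantrone as full dye displacement; higher means more dye released from RNA so lower well fluorescence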
FXN GAA850 act – activators of GAA850 frataxin (FXN) promoter | HEK293 lucGAA850 FXN promoter luciferase reporter, 24 h; percent of 10 µM SAHA response | activation, % at 6 µM | hit rate 0.56% among 360,000;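 active means activation above the average of all compounds screened plus 3 SD, cutoff fixed separately per campaign, cut at about 7.5% in these data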;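 further: 0% = DMSO wells and 100% = 10 µM SAHA wells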
Starred values were filed as active, the others as inactive; i = inactive; / = no result given.

1	COCCNC(=O)/C(C#N)=C/c1ccc(O)cc1
2	CN(C)S(=O)(=O)c1ccc(NC(=O)c2ccccn2)cc1
3	COc1cc(C2=NOC(C(=O)N3CCCCCC3)C2)cc(OC)c1OC (stereo not given)
4	COc1ccc(NC(=O)CN2C(=O)COc3ccc(S(=O)(=O)N4CCCCCC4)cc32)cc1
5	COC(=O)NCC(c1ccc2c(c1)OCO2)N1CCN(c2ccccc2)CC1 (stereo not given)
6	CCOc1ccc(NC(=O)C2CCCN2C(=O)Oc2ccccc2)cc1 (stereo not given)
7	COc1c(Cl)ccc(Cl)c1C(=O)NCc1ccco1
8	COc1ccc(NC(=O)c2sc(=O)n(Cc3ccc4ccccc4c3)c2C)cc1OC
assay / compound	1	2	3	4	5	6	7	8
Tn6 DDE FP	2	1	15	-4	-2	-5	-4	4
FXN GAA850 act	0.9	0.2	-0.1	-1.6	0.9	0.3	-2.2	-0.7
GC-B act	5	6	2	4	0	1	4	-12
ARFGAP1 inhibitor	1	7	-5	-5	10	9	-8	9
proKLK7 act	-0.4	-0.3	0.3	0.2	0.2	0.5	0.0	0.1
rCAG RNA binder	1	-3	-6	1	-3	-2	-2	5
sPLA2-III inh	1	-4	4	-11	2	0	-2	-7
ASAP1 inh	-11	-15	-7	-12	7	7	6	8
GC-A act	0	-2	4	3	-1	-1	3	-4
ADAM10 inh	-4	6	3	5	6	-2	3	0

9	C=CCN(c1ccc(C(=O)Nc2cccc([N+](=O)[O-])c2)cc1)S(C)(=O)=O
10	Fc1ccc(-c2nc3c(-c4ccc(F)cc4)cnn3cc2CCN2CCOCC2)cc1
11	NC(=O)C1(N2CCCCC2)CCN(C2CC(=O)N(Cc3cccs3)C2=O)CC1 (stereo not given)
12	CC(C)(C)C(=O)Nc1cc(C(F)(F)F)ccc1-n1ccnc1
13	O=C1CC(c2cccc(Cl)c2)CC(O)=C1C=NC1CCCC1 (stereo not given)
14	CCOC(=O)c1sc(NC(=O)c2c(CC)noc2C)nc1C
15	CC1CCCCC1NC(=O)CN1c2cccc3cccc(c23)S1(=O)=O (stereo not given)
16	O=C(COc1ccccc1Cl)NCCC1=CCCCC1
assay / compound	9	10	11	12	13	14	15	16
Tn6 DDE FP	-5	-5	0	-1	4	7	-4	-6
FXN GAA850 act	-2.0	0.2	0.1	0.9	2.1	1.1	-0.8	0.6
GC-B act	-3	-5	3	-1	3	1	1	0
ARFGAP1 inhibitor	5	14	6	7	-13	2	4	7
proKLK7 act	0.0	-0.2	-0.2	0.2	-0.1	0.1	8.3	-0.1
rCAG RNA binder	11	-4	2	1	-8	2	3	-6
sPLA2-III inh	-10	4	1	2	6	-4	0	-3
ASAP1 inh	-4	-3	-4	11	-10	8	7	1
GC-A act	4	-3	3	4	12	-2	-4	-2
ADAM10 inh	0	7	4	0	-7	4	-140	6

17	Cc1nc2sc(C(c3ccc(Br)cc3)N3CC(C)OC(C)C3)c(O)n2n1 (stereo not given)
18	CC(=O)NC(c1ccc(F)c(F)c1)c1nc(-c2cccc(C(C)C)c2)cs1 (stereo not given)
19	O=C(CN(Cc1ccccc1Cl)C(=O)c1csnn1)NC1CCCC1
20	C#CCSc1cc(C(F)(F)F)nc(-c2ccccn2)n1
21	COc1ccc(S(=O)(=O)NCCC(=O)OCC(=O)NC2CC2)cc1
22	O=C(Cn1nnc(-c2ccccc2F)n1)N1CCCCC1
23	S=C1NCCOCCOCCOCCOCCN1
24	O=c1c(-c2ccc(O)cc2)coc2c(C3O[C@H](CO)[C@@H](O)[C@H](O)[C@H]3O)c(O)ccc12 (stereo not given in full)
assay / compound	17	18	19	20	21	22	23	24
Tn6 DDE FP	-10	-3	0	-5	-1	-5	-5	-7
FXN GAA850 act	-0.5	3.6	1.3	-1.7	1.8	4.1	0.2	1.2
GC-B act	0	0	3	0	0	5	6	9
ARFGAP1 inhibitor	0	3	4	7	-9	4	-1	0
proKLK7 act	0.5	0.3	-0.6	0.5	-0.5	-0.2	-0.7	2.8
rCAG RNA binder	-7	2	-5	-8	3	-5	-2	0
sPLA2-III inh	1	-18	-5	6	11	6	15	-2
ASAP1 inh	3	-3	0	-9	-12	9	0	3
GC-A act	1	-4	1	-2	1	8	2	5
ADAM10 inh	-6	20*	-5	-11	-14	3	-1	-97

25	COc1cc(OC)cc(-c2cc3nc(C)c(CCC(=O)NCc4ccccc4)c(C)n3n2)c1
26	Cc1cc(NS(=O)(=O)c2ccc(NC(=O)CSc3nnc(SCc4ccc(Cl)cc4)s3)cc2)nc(C)n1
27	CC(=O)c1c(N2CCCC2)[nH]c(-c2ccccc2)nc1=S
28	COc1ccc(C2Nc3ccccc3C(=O)N2NC(C)=O)cc1OC (stereo not given)
29	CCOc1ccc(NC(=O)CN(C)C(=O)c2ccc(C)c(S(=O)(=O)N3CCCCC3)c2)cc1OCC
30	O=C1ON=C(c2ccccc2)/C1=C/c1ccc(OS(=O)(=O)c2ccccc2)cc1
31	O=C(COC(=O)C12CC3CC(CC(C3)C1)C2)Nc1ccccc1F
32	O=C(c1ccccc1NS(=O)(=O)c1ccc(Br)s1)N1CCOCC1
assay / compound	25	26	27	28	29	30	31	32
Tn6 DDE FP	-7	-3	-5	2	-1	-3	-3	-3
FXN GAA850 act	-11	/	4.2	1.3	-2.7	2.0	1.6	-0.5
GC-B act	-5	-9	-1	0	3	3	1	6
ARFGAP1 inhibitor	1	/	1	-4	-11	-8	-3	0
proKLK7 act	-3.2	-0.2	0.0	11	0.2	0.1	0.1	0.5
rCAG RNA binder	0	59*	4	-1	-5	19	-3	11
sPLA2-III inh	-7	-58	-1	2	-3	-19	-1	-10
ASAP1 inh	4	/	-5	-2	-11	9	-6	2
GC-A act	0	1	0	0	0	-5	-3	2
ADAM10 inh	-37	-1	15	i	-12	12	9	-2

33	O=C(CCN1C(=O)c2ccccc2C1=O)N1CCN(c2ccccc2)CC1
34	CCCCn1c(SCC(=O)c2ccc3c(c2)NC(=O)CO3)nc2cc(S(N)(=O)=O)ccc21
35	Cc1ccc(NC(=S)N2CCN(c3ccccn3)CC2)cc1C
36	COc1cccc(C(=O)NCc2ccc(-c3nc4ccccc4s3)cc2)c1
37	Cc1cccc(CCNC(=O)CCNC(=O)Cn2ccc3ccccc3c2=O)c1
38	O=C(/C=C/c1ncc(C(F)(F)F)cc1Cl)OCc1ccccc1
39	CCN(c1ccccc1)c1cc(C)nc2nc(C)nn12
40	NC(=O)c1ccc(-n2nnnc2SCC(=O)NC2CCCCC2)cc1
assay / compound	33	34	35	36	37	38	39	40
Tn6 DDE FP	-1	4	-1	-8	-8	-3	-1	-10
FXN GAA850 act	1.5	0.4	0.7	-1.6	-0.6	-1.4	0.9	-0.2
GC-B act	2	4	2	2	-4	-2	7	1
ARFGAP1 inhibitor	0	5	3	-2	-3	-3	9	12
proKLK7 act	0.3	0.8	0.4	-0.6	-0.5	0.2	0.2	0.0
rCAG RNA binder	-6	9	0	6	-5	-1	2	1
sPLA2-III inh	0	-69	18	-1	16	3	2	9
ASAP1 inh	-7	1	7	6	4	10	1	-6
GC-A act	2	-3	3	-12	0	3	2	2
ADAM10 inh	2	11	21*	-9	-8	5	5	0

Reprinted at random: 5 compounds from above.
35	Cc1ccc(NC(=S)N2CCN(c3ccccn3)CC2)cc1C
39	CCN(c1ccccc1)c1cc(C)nc2nc(C)nn12
40	NC(=O)c1ccc(-n2nnnc2SCC(=O)NC2CCCCC2)cc1
38	O=C(/C=C/c1ncc(C(F)(F)F)cc1Cl)OCc1ccccc1
33	O=C(CCN1C(=O)c2ccccc2C1=O)N1CCN(c2ccccc2)CC1
assay / compound	35	39	40	38	33
Tn6 DDE FP	-1	-1	-10	-3	-1
FXN GAA850 act	0.7	0.9	-0.2	-1.4	1.5
GC-B act	2	7	1	-2	2
ARFGAP1 inhibitor	3	9	12	-3	0
proKLK7 act	0.4	0.2	0.0	0.2	0.3
rCAG RNA binder	0	2	1	-1	-6
sPLA2-III inh	18	2	9	3	0
ASAP1 inh	7	1	-6	10	-7
GC-A act	3	2	2	3	2
ADAM10 inh	21*	5	0	5	2

Single records, from the list above. Order of screens: Tn6 DDE FP	FXN GAA850 act	GC-B act	ARFGAP1 inhibitor	proKLK7 act	rCAG RNA binder	sPLA2-III inh	ASAP1 inh	GC-A act	ADAM10 inh
Record of `Cc1cccc(CCNC(=O)CCNC(=O)Cn2ccc3ccccc3c2=O)c1` → -8	-0.6	-4	-3	-0.5	-5	16	4	0	-8
Record of `CCN(c1ccccc1)c1cc(C)nc2nc(C)nn12` → -1	0.9	7	9	0.2	2	2	1	2	5

(listing goes on)
41	Cc1cc(NC(=O)c2sc(Nc3ccc(F)cc3)nc2N)no1
42	CCn1c(CNC(=O)c2ccccc2Br)nnc1SCC(=O)Nc1nncs1
43	CCC/C(=N\NC(=O)Cc1csc(N2CCOCC2)n1)c1ccccc1
44	O=C(COC(=O)/C=C/c1ccc(Cl)cc1Cl)NCCC1=CCCCC1
45	CCNS(=O)(=O)c1ccc(CCC(=O)NCCC2=CCCCC2)cc1
46	Cc1cccc(NC(=O)C2(c3cccs3)CCOCC2)n1
47	O=C(O)c1ccccc1SCc1cn2cc(Br)ccc2n1
48	Cc1ccc(C(C)C)c(OCC(=O)Nc2ccc(Cl)cn2)c1
assay / compound	41	42	43	44	45	46	47	48
Tn6 DDE FP	2	0	3	4	-5	-10	8	-5
FXN GAA850 act	-0.8	2.0	-0.5	2.7	0.8	0.6	1.9	-0.6
GC-B act	-3	2	3	5	3	-4	10	-8
ARFGAP1 inhibitor	3	4	5	-2	8	-9	5	-2
proKLK7 act	0.1	0.7	-1.5	-0.5	0.0	-0.5	0.1	-0.1
rCAG RNA binder	10	1	2	1	1	-5	3	-1
sPLA2-III inh	-1	3	-1	-1	0	10	2	2
ASAP1 inh	2	7	1	-5	4	-16	-4	10
GC-A act	-4	6	4	3	4	-16	9	-11
ADAM10 inh	-2	-9	-4	-3	-8	-12	0	4

49	COc1ccc(NC(=O)c2ccc3c(c2)NC(=O)CS3)cc1
50	Oc1ccccc1-c1nnco1
51	OC[C@@H]1CC[C@@H](Cc2ccc(-c3ccccc3)cc2)O1
52	CCOc1ccc(NC(=O)CN(Cc2ccccc2)S(C)(=O)=O)cc1
53	CCOC(=O)NN1C(=O)c2ccccc2NC1c1ccc(OC)cc1OC (stereo not given)
54	CCc1ccc2[nH]c(=O)c(CN(CCCN3CCOCC3)C(=O)Nc3ccccc3)cc2c1
55	COc1ccc(Cl)cc1NC(=O)CN(C)C(=O)c1ccc(N2CCCCC2)c([N+](=O)[O-])c1
56	COc1ccncc1-c1csc(C(O)c2ccccc2)n1 (stereo not given)
assay / compound	49	50	51	52	53	54	55	56
Tn6 DDE FP	0	-4	-2	4	4	3	-2	2
FXN GAA850 act	1.3	-0.7	3.8	1.1	-0.2	-0.2	-0.9	-0.6
GC-B act	-7	2	2	-6	2	3	-7	0
ARFGAP1 inhibitor	0	-7	5	8	-5	-3	4	-16
proKLK7 act	1.6	-1.7	-0.1	0.8	12	-0.2	-0.2	0.1
rCAG RNA binder	4	0	1	-5	-5	-6	2	0
sPLA2-III inh	3	1	3	0	-1	-10	-10	-3
ASAP1 inh	-5	2	-1	-7	-5	2	-19	6
GC-A act	0	-1	6	0	2	-2	-4	-6
ADAM10 inh	4	-35	3	-2	i	-19	12	1

Screening data: PubChem BioAssay, several laboratories
